Screens: PubChem, several laboratories
MBD2 DNA inh = MBD2-methylated oligo binding inhibition; Q9UBB5; TR-FRET, MBD2 binding to methylated oligonucleotide; inhibition, % at 4.4 µM; 0.31% of 370,000 active; AID 686964; in the data active = inhibition above about 13%
Target sequence (Q9UBB5 whole entry, looked up): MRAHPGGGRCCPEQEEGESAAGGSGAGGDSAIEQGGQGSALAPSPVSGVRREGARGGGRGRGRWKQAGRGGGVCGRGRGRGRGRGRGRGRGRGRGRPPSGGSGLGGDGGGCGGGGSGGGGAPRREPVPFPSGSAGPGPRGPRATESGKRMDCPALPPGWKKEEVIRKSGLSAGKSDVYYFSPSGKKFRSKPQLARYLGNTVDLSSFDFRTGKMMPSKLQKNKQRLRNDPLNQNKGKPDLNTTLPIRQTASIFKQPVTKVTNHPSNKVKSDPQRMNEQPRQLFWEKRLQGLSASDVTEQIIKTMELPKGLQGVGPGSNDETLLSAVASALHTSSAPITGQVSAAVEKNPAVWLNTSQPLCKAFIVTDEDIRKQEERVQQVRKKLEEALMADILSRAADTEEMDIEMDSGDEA
hcDAF-12 act = H. contortus DAF-12 activation, primary screen; HEK293 hcDAF-12 lit1-tk-luc reporter, luminescence; 0% DMSO, 100% Δ7-dafachronic acid; AID 652067; activation, % at 6.8 µM; 1.4% of 370,000 active;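 active = activation above the mean of all tested compounds plus 3 SD, cut at about 5.5% in these data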;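 note: 100% = response to 3 µM Δ7-dafachronic acid high control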
SMARCA2 act = activators of SMARCA2 function; activation, % at 9.1 µM; MG213 cells, MMTV-luciferase reporter, dexamethasone, overnight; 1% of 370,000 active; in the data active = activation above about 7.8%;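 note: 0% = vehicle wells and 100% = reference activator wells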
PLCg1 inh = PLC-gamma1 (human) inhibition, primary screen | 0.84% of 370,000 active | purified PLC-gamma1, fluorogenic substrate, fluorescence | P19174 | inhibition, % at 12.2 µM; in the data active = inhibition above about 9.5%
hgDAF12 agonist = agonists of H. glycines DAF-12 nuclear receptor. HEK293 GAL4-hgDAF12 UAS-luciferase reporter, agonist luminescence; normalized to butyrate control. activation, % at 6.8 µM. 1.8% of 370,000 active;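 active = activation above a cutoff set at the mean of all screened compounds plus 3 SD, cut at about 10% in these data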;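 note: 0% = DMSO wells and 100% = sodium butyrate wells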
DAX1 inh-1 = NR0B1 (DAX1) inhibition; inhibition, % at 6.75 µM; HEK293 Gal4-DAX1 luciferase reporter, luminescence; AID 504766; P51843; 0.99% of 340,000 active;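 active = inhibition above the mean over all tested compounds plus 3 SD, cut at about 4.2% in these data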;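 note: 0% = DAX1-transfected cells with DMSO and 100% = empty-vector control cells with DMSO; inhibition shows as a rise in luminescence from relieved DAX1 repression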
Target sequence (P51843 207-470 limits assumed): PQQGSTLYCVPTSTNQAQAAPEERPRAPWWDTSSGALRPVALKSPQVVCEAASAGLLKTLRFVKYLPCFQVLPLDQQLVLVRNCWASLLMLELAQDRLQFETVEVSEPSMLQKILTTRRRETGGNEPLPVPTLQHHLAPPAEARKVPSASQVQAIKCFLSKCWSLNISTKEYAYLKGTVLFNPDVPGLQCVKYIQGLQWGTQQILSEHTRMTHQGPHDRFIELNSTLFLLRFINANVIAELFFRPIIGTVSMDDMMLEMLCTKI
PLCb3 inh = inhibitors of human phospholipase C beta3 | Q01970 | inhibition, % at 12.2 µM | 0.18% of 370,000 active | Purified PLC-beta3, fluorogenic substrate, fluorescence; in the data active = inhibition above about 11%;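 note: 0% = median of compound wells on plate and 100% = full blocker control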
DAX1 inh-2 = DAX1 (NR0B1) inhibition, primary screen. 1.1% of 370,000 active. inhibition, % at 6.8 µM. HEK293T StAR-luciferase reporter, SF-1/DAX-1 repression relief. AID 652010;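 active = inhibition above the mean over all tested compounds plus 3 SD, cut at about 3.6% in these data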;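 note: 0% = DAX-1 cells with DMSO and 100% = cells lacking DAX-1 with DMSO; higher inhibition means more luminescence from relief of DAX-1 repression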
ADAM17 inh = inhibitors of human ADAM17; P78536; recombinant ADAM17, EDANS/DABCYL FRET peptide cleavage; inhibition, % at 6.95 µM; 0.83% of 370,000 active;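 active = inhibition above the mean of compounds lying between control limits plus 3 SD, set per campaign, cut at about 8.5% in these data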;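 note: 0% = DMSO-only wells as the low control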
NR1D1 modulator = Rev-erb alpha (human) modulation. P20393. Rev-erbα–FITC-DNA binding, fluorescence polarization, 90 min. activity, % at 10 µM. 0.79% of 370,000 active. AID 1259318;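 active = activity above about 14%, limit read from the data; passing the limit was not always enough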;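 note: 0% = DMSO wells with 35 nM protein and 100% = DMSO wells with 750 nM protein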
ssDAF-12 act = S. stercoralis DAF-12 activation, primary screen | HEK293 ssDAF-12/GRIP1 lit1-tk-luc reporter, luminescence; % of 3 µM dafachronic acid response | 1% of 370,000 active | activation, % at 6.8 µM;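 active = activation above the mean over all tested compounds plus 3 SD, cut at about 0.9% in these data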;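 note: 0% = DMSO-only wells and 100% = 3 µM delta7-dafachronic acid wells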
Active calls of the source: *; i = inactive; nt = no result given.

Values in the order: MBD2 DNA inh	hcDAF-12 act	SMARCA2 act	PLCg1 inh	hgDAF12 agonist	DAX1 inh-1	PLCb3 inh	DAX1 inh-2	ADAM17 inh	NR1D1 modulator	ssDAF-12 act
- CC(C)c1ccc2oc(-c3ccc(NC(=O)c4ncn[nH]4)cc3)nc2c1
 : -1	0.8	0	-7	7.2	-0.4	-18	4.0*	-10	-6	-0.5
- COC(=O)c1ccc(CSc2nnc(Nc3ccccc3OC)s2)o1
 : 1	-2.4	-1	-1	0.5	nt	0	1.0	2	0	-1.9
- O=C(c1cccs1)N1CCN(c2nc3ccc([N+](=O)[O-])cc3s2)CC1
 : 4	0.6	-4	-1	1.7	0.9	0	2.2	-4	-4	-0.6
- COc1ccc(C(=O)Nc2ncc3c(n2)CC(c2ccco2)CC3=O)cc1 (centres undefined)
 : -5	0.1	0	-2	2.2	-0.3	-3	-0.3	-3	5	-1.1
- O=C(Nc1ccc(Cl)c(Cl)c1)Nc1ccccc1C(=O)O
 : 2	4.3	4	-34	1.8	-1.9	-39	4.1*	-13	5	-0.1
- CCc1ccc(CN(C)CC(=O)Nc2sccc2C#N)cc1
 : 3	-1.7	0	-2	-1.1	-0.8	-1	-0.2	-3	1	-1.9
- c1ccc2c3c(c(CN4CCCC4)cc2c1)COC3
 : 1	1.6	-3	-4	1.6	-1.1	-16	1.0	-8	6	-1.9
- O=C(O)c1ccc(Cn2cnc3c(=S)nc[nH]c32)cc1
 : -6	-0.1	0	-1	5.9	0.3	1	0.7	-3	7	-0.4
- Cc1cc(N2CCCC2)ccc1NC(=O)CN1C(=O)NC(C)(c2ccccc2)C1=O (centres undefined)
 : 7	1.2	-3	7	2.4	1.3	-15	0.6	-8	1	0.1
- O=C(Cc1ccccc1F)OCC(=O)N1CCN(C(=O)c2ccco2)CC1
 : -3	-1.2	-1	-1	2.8	-0.1	0	0.4	-2	3	-1.0
- Nc1ccc2nc(CCCCCCc3nc4ccc(N)cc4[nH]3)[nH]c2c1
 : -1	1.3	-5	-6	-1.9	-0.4	-13	-0.4	-4	3	-1.1
- COc1cc(C(=O)OCC(=O)Nc2ccc(SC(F)F)cc2)cc(OC)c1OC
 : 3	-3.3	-1	-3	-0.4	-0.6	-3	-0.4	3	1	-0.7
- CCc1cc(C(c2ccc(OC)c(OC)c2)N2CCOCC2)c(NC(=O)c2ccccc2)s1 (centres undefined)
 : 5	0.6	1	-10	-0.2	1.2	-11	0.0	3	-1	-0.9
- CSc1cccc(NC(=O)Cn2cnc(S(=O)(=O)N3CCCC3)c2)c1
 : -1	0.5	0	3	1.7	-0.4	-5	-1.1	0	0	-1.5
- COc1ccc(/C=N/n2cnc3c([nH]c4ccc(Br)cc43)c2=O)cc1CN1CCOCC1
 : 0	2.6	1	-15	-2.7	nt	7	-0.3	0	-2	-0.7
- CN(C)S(=O)(=O)c1ccc(C(=O)NC(=O)CSc2ccccc2)cc1
 : -2	-2.1	2	2	-1.4	-0.8	6	-0.9	-2	-3	-0.8
- S=c1[nH]nc(-c2cccs2)n1/N=C/c1cn(-c2ccccc2)nc1-c1ccc(Cl)cc1
 : -2	-1.2	-7	-2	-0.1	nt	-9	0.3	-5	-16	-1.4
- CC(C)(C)c1ccc(CS(=O)CC(O)CO)cc1 (centres undefined)
 : -4	-2.2	-4	2	-0.4	-1.0	1	0.7	-3	-1	-1.1
- CC(OC(=O)c1cc(S(=O)(=O)N2CCOCC2)ccc1F)C(=O)NC1CCCC1 (centres undefined)
 : 3	-0.5	-4	1	-1.7	-0.4	-4	0.9	-3	-6	-1.2
- Cc1ccsc1C(=O)OCC(=O)Nc1ccc(Cl)cn1
 : 0	-2.6	2	0	2.0	0.6	-3	1.5	-2	-1	-0.8

For reference, part of the list above:
Values in the order: MBD2 DNA inh	hcDAF-12 act	SMARCA2 act	PLCg1 inh	hgDAF12 agonist	DAX1 inh-1	PLCb3 inh	DAX1 inh-2	ADAM17 inh	NR1D1 modulator	ssDAF-12 act
- CC(C)(C)c1ccc(CS(=O)CC(O)CO)cc1 (centres undefined)
 : -4	-2.2	-4	2	-0.4	-1.0	1	0.7	-3	-1	-1.1
- CC(OC(=O)c1cc(S(=O)(=O)N2CCOCC2)ccc1F)C(=O)NC1CCCC1 (centres undefined)
 : 3	-0.5	-4	1	-1.7	-0.4	-4	0.9	-3	-6	-1.2
- Cc1ccsc1C(=O)OCC(=O)Nc1ccc(Cl)cn1
 : 0	-2.6	2	0	2.0	0.6	-3	1.5	-2	-1	-0.8

Additional entries follow.
Values in the order: MBD2 DNA inh	hcDAF-12 act	SMARCA2 act	PLCg1 inh	hgDAF12 agonist	DAX1 inh-1	PLCb3 inh	DAX1 inh-2	ADAM17 inh	NR1D1 modulator	ssDAF-12 act
- COc1ccc(N(C)C(=S)Nc2ccc3nc(C)c(C)nc3c2)cc1
 : 0	-2.7	-5	i	0.7	-0.8	i	-0.3	-13	-5	-1.9
- Brc1cnc(N2CCCCC2)nc1N1CCOCC1
 : 3	-1.4	-1	0	-0.7	-0.2	0	0.1	-4	0	-0.6
- CCN(CC)S(=O)(=O)c1ccc(N2CCOCC2)c(NC(=O)CN2C(=O)NC3(CCCC3)C2=O)c1
 : 1	-1.3	-1	-3	-0.9	0.7	-8	0.7	-3	-7	-1.7
- CC(C)C(C(=O)Nc1nccs1)c1ccccc1 (centres undefined)
 : -3	-0.3	0	0	-1.6	-1.5	4	-0.5	2	3	-1.5
- CN(Cc1ccccc1)S(=O)(=O)c1cccc(C(=O)OCC2CCCCC2)c1
 : 2	-0.2	-2	1	-1.3	nt	-1	-0.1	-2	-2	-1.7
- C=CCC1(C(=O)N(C)Cc2ccccc2)CCN(C(=O)OC(C)(C)C)CC1
 : -4	-0.4	2	-1	1.6	1.7	5	0.1	-2	3	-1.1
- CCCCN(C(=O)CSc1ncn[nH]1)c1c(N)n(Cc2ccccc2)c(=O)[nH]c1=O
 : -1	-0.6	4	2	-0.5	0.6	-3	-1.4	-2	8	-0.6
- COC(=O)[C@]12CCCCC=C1N(CCC1=CCCCC1)C(=O)[C@H](CC(=O)N1CCC(c3ccccc3)CC1)C2
 : -2	-1.5	-2	-1	-0.2	nt	2	-0.5	-1	-5	-1.5
- O=C(NC(=S)NCc1ccccc1)c1cccs1
 : -2	2.5	5	-2	1.1	0.2	-4	-4.0	1	-4	-1.6
- COc1ccc(-c2noc(CN(C)C(=O)c3ccoc3C)n2)cc1OC
 : 1	-1.0	-2	0	-1.3	0.6	-6	0.2	-4	-4	-0.6
- CC(=O)c1ccc(NC(=S)Nc2ccn(Cc3ccc(Br)cc3)n2)cc1
 : 1	-0.1	-5	-2	1.0	0.6	-2	-0.5	1	-1	-1.8
- CCCCc1nnc(NC(=O)C(C)Sc2nc(N)cc(=O)[nH]2)s1 (centres undefined)
 : 5	0.9	2	3	2.0	-0.7	6	-0.4	-1	4	-1.4
- CCn1c(=N)n(CC(=O)c2cccc(OC)c2)c2ccccc21
 : -2	4.2	5	2	9.8	1.8	-7	0.6	7	3	-0.1
- CC1CCc2cc(F)ccc2N1C(=O)CSc1nnc2c3cc(F)ccc3n(C)c2n1 (centres undefined)
 : -2	2.0	2	5	-1.4	1.1	4	0.7	0	1	-0.4
- CCn1c([N+](=O)[O-])nc2c1c(=O)[nH]c(=O)n2C
 : -4	-0.5	19*	4	3.0	-1.4	4	0.2	-2	3	-1.1
- CCC(Sc1ccccn1)C(=O)Nc1cccc([N+](=O)[O-])c1 (centres undefined)
 : 0	-1.7	0	-1	-2.9	1.1	0	-0.1	-1	-2	-1.1
- COc1ccc(N2CSC3=C(C#N)C(c4cccs4)CC(=O)N3C2)cc1 (centres undefined)
 : 2	-1.2	-2	9.9*	2.3	0.1	0	-0.1	-3	6	-1.6
- CCN(CC)S(=O)(=O)c1ccc(Cl)c(C(=O)NCC2CCCO2)c1 (centres undefined)
 : -2	-0.9	0	2	0.0	0.1	-1	-0.3	2	-5	-1.3
- CC(=O)c1c(C)[nH]c(C(=O)COC(=O)C2(C)CC2(Cl)Cl)c1C (centres undefined)
 : 6	-2.0	-1	0	5.4	-1.4	-9	-2.0	-3	1	-1.1
- CCCCCOc1ccc(CSc2ncn[nH]2)cc1
 : 2	0.2	1	-1	5.7	-0.1	1	1.9	2	3	-0.2

Individual results from the list.
In NR1D1 modulator, CN(Cc1ccccc1)S(=O)(=O)c1cccc(C(=O)OCC2CCCCC2)c1 is entered as -2
In NR1D1 modulator, COC(=O)[C@]12CCCCC=C1N(CCC1=CCCCC1)C(=O)[C@H](CC(=O)N1CCC(c3ccccc3)CC1)C2 is entered as -5

Next section:
Values in the order: MBD2 DNA inh	hcDAF-12 act	SMARCA2 act	PLCg1 inh	hgDAF12 agonist	DAX1 inh-1	PLCb3 inh	DAX1 inh-2	ADAM17 inh	NR1D1 modulator	ssDAF-12 act
- C=CCNc1ncnc2c1ncn2[C@H]1CN(Cc2ccccc2)C[C@@H](COC(C)=O)O1
 : 0	-1.8	-4	-3	-1.1	nt	-1	-1.1	-3	6	-1.1
- CCC(=O)N(C)C[C@H]1Oc2ncc(C#Cc3cccnc3)cc2C(=O)N([C@@H](C)CO)C[C@@H]1C
 : 5	-0.9	-6	-2	-3.9	0.4	-10	3.3	-7	0	-0.6
- CN(C)c1nc(SCC(=O)Nc2ccc(Cl)c(Cl)c2)nc(N2CCOCC2)n1
 : -5	-3.4	-2	7	-4.4	2.5	-2	-0.5	5	-2	-1.7
- O=C(Nc1ccc(F)cc1)C1COc2ccccc2O1 (centres undefined)
 : 2	1.9	4	1	6.2	0.6	-2	0.3	-3	3	0.3
- N#Cc1c2c(c(Nc3ccccc3)n3c1nc1ccccc13)CCC2
 : -5	-0.5	1	-49	1.2	0.2	-59	-0.2	-3	1	-0.7
- COc1ccc(CSc2nnc(C)n2N)cc1Br
 : 5	-2.1	0	0	-0.3	0.0	3	0.7	-1	4	-1.2
